Compound activity: PubChem, National Center for Advancing Translational Sciences (NCATS)
GALK inhibitor – inhibitors of human galactokinase. P51570. Purified GALK, Kinase-Glo residual ATP luminescence. Potency, µM (top dose mostly 57.5 µM), without a hit: at the top dose activity change, negative = inhibition, usual class: inhibitors. 270,000 tested, 0.007% active. AID 1868; note: potency is the fitted concentration of half-maximal effect; % is set by controls: 0 for no effect and ±100 for the full control effect
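Luminescence from leftover ATP (Ultra-Glo luciferase/luciferin) served as read-out after a 1 h room-temperature reaction of 5 nM GALK with 35 uM ATP and 100 uM galactose.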
Integrin act MD – integrin-mediated muscular dystrophy alleviation activation; AID 624291; 350,000 tested, 0.064% active; Potency, µM (doses to about 38.3 µM), inactives show top-dose activation, actives largely listed as activators; alpha7betagal myoblasts, beta-gal FDG fluorescence, 48 h;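 note: potency is the fitted concentration of half-maximal effect; 100% = response of the positive control SU9516; nearly all actives have a fitted effect of over 60% in size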
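alpha7betagal+/- myoblasts (passage 13, 250/well) treated 48 h at 37C with compounds at 1:260 dilution of DMSO stock. Lysed, then beta-galactosidase activity read as FDG fluorescence (ex 480/em 540) after 30 min, with pre-read for autofluorescence.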
hERG WT inh – blocks the wildtype human KCNH2 potassium channel | Q12809 | U2OS, BacMam KCNH2, thallium flux FluxOr; hits give low values | 340,000 tested, 0.37% active | activity change, % at 1.84 µM;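 active = maximum activity change below -70%; inconclusive = maximum activity change between -70% and -50%; inactive = maximum activity change above -50%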; note: % is set by controls: 0 for no effect and ±100 for the full control effect
Target sequence (Q12809 whole entry, looked up): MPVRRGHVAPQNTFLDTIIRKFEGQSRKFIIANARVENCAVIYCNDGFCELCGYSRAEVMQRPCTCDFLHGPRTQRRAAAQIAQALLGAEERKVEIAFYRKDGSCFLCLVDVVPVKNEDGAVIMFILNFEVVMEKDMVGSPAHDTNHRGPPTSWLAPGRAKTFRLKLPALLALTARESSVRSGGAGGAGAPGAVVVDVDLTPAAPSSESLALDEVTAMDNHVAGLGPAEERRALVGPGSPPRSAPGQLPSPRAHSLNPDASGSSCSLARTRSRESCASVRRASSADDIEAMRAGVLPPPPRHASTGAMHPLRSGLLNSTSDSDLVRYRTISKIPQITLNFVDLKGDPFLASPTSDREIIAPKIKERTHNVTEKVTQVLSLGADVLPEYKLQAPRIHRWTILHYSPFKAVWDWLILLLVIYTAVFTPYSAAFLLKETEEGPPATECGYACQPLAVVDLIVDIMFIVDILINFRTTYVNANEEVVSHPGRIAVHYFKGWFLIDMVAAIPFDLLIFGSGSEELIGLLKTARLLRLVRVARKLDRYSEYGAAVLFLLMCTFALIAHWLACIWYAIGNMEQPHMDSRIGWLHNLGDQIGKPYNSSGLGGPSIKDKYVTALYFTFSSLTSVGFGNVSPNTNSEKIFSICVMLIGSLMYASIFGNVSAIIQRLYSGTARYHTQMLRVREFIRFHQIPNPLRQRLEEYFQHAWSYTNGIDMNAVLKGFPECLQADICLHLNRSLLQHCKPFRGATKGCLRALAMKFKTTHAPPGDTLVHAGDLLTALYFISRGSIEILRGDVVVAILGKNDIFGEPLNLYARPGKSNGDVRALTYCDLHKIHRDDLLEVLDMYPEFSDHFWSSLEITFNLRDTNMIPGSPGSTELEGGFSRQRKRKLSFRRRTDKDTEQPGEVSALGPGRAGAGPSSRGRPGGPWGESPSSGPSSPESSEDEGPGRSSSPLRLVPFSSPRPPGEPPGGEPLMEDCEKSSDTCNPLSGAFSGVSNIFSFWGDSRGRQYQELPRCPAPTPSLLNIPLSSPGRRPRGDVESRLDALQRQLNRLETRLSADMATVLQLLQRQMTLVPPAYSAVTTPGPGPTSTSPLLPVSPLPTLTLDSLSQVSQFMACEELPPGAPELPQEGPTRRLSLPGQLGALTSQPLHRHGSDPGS
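U2OS cells were transduced with wild-type KCNH2 virus (2.03 x 10^8 / mL) for 4 h at room temperature, then cultured overnight at 37 C. Thallium flux was read with FluxOr dye. Rate constants were normalized to DMSO controls.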
MBNL1 CUG block – MBNL1-poly(CUG) RNA binding inhibition. TR-FRET MBNL1-His/biotin-(CUG)12 binding, 665/545 ratio. Potency, µM (doses to about 57.5 µM), for the others: top-dose activity change, negative = inhibition, most hits filed as inhibitors. 280,000 tested, 0.036% active; active = well fitted inhibition curve with a large enough effect in the signal ratio, with a control signal flat, not every such curve was filed as active; inconclusive = small, poorly fitted or top-dose-only effect, or effect the other way, or a change in a side signal; inactive = no such curve, though single readings can be large or run the other way; the % refers to the signal ratio; note: potency is the fitted concentration of half-maximal effect; % is set by controls: 0 for no effect and ±100 for the full control effect
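MBNL1-His + Biotin-(CUG)12, cpd titration 92 nM–58 uM; Tb anti-His Ab 0.055 ng/ul, SA-XL665 5 nM (final); 60 min RT; ratiometric 665/545 nm, Ex 340 nm; normalized to buffer and full-complex controls.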
A-T KAP1 phos – candidate therapy for ataxia-telangiectasia; […] A-T fibroblasts, KAP-1 phosphorylation AlphaLISA; neocarzinostatin DNA damage 30 min before lysis; Potency, µM (doses to about 57.5 µM), inactives show at the highest dose activation, most hits filed as activators; 320,000 tested, 0.19% active; AID 485349; note: potency is the fitted concentration of half-maximal effect; % of control where 0% means no effect; nearly all actives have a fitted effect of over 45% in size
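ATM-like activity read as KAP-1 phosphorylation via AlphaLISA donor/acceptor antibody pairs after lysis and 6 hr at 25C. Cells were ATM-null patient fibroblasts ([…], hTERT), dosed 60 min, then exposed to the DSB inducer NCS for 30 min.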
TRPV1 ag – agonists of human vanilloid receptor 1 (TRPV1); Q8NER1; TRPV1-expressing cells, Fluo-8 calcium influx, agonist mode; activation, % at 8.33 µM; 320,000 tested, 0.19% active; in the data active = activation above about 80%; inconclusive = between about 30% and that limit; note: 0% is about no effect
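Fluo-8 calcium influx in TRPV1-expressing cells, kinetic read (ex 480/em 520 nm). Compound added and read 3 min for agonist activity, followed by capsaicin at EC20 final and 2 min further read for enhancement.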
S-ASM inh – blocks human secretory acid sphingomyelinase; placental ASM, HMU-PC fluorogenic substrate, 60 min; Potency, µM (series often up to 57.5 µM), for the others: at the top dose activity change, negative = inhibition, most hits filed as inhibitors; 340,000 tested, 0.006% active; AID 504937; note: potency is the fitted concentration of half-maximal effect
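qHTS format. ASM enzyme prepared from human placenta hydrolyses the fluorogenic substrate HMU-PC0 (9 uM final) over 60 min at 37 °C after a 10 min compound preincubation.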
FBPA coupling cs – counter-screen for Giardia aldolase inhibitors: coupling enzyme system. coupling enzyme system counterscreen, AmpLite Red fluorescence. activity change, negative = inhibition, % at 58.2 µM, hits read low. 290,000 tested, 0.67% active; in the data active = activity change below about -30%; note: % is set by controls: 0 for no effect and ±100 for the full control effect
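Counterscreen lacking aldolase: glyceraldehyde-3-phosphate coupling-enzyme reagent preincubated 10 min at RT with compound (at 57.5 uM final), then substrate/coupling system with AmpLite Red added; fluorescence read at 525/598 nm after 20 min RT.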
MLL CXXC-DNA inh – blocks binding of human MLL CXXC domain to DNA; Q03164; MLL-CXXC / FITC-HOXA9 DNA fluorescence polarization; Potency, µM (top dose mostly 115 µM), without a hit: at the highest dose activity change, negative = inhibition, most hits filed as inhibitors; 290,000 tested, 0.037% active; AID 2662; active = well fitted inhibition curve with a large enough effect in the polarisation, with a control signal flat, not every such curve was filed as active; inconclusive = small, poorly fitted or top-dose-only effect, or effect the other way, or a change in a side signal; inactive = no such curve, though single readings can be large or run the other way; the % refers to the polarisation; note: potency is the fitted concentration of half-maximal effect
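Fluorescence polarization: 7 uM MLL-CXXC (stock) preincubated 5 min with compounds, then 50 nM fluorescein-HOX-A9 DNA (stock) added; 30 min ambient. Buffer 50 mM Tris-HCl pH 7.5, 50 mM NaCl, 1 mM DTT, 0.05% BSA.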
KCNH2 3.1 inh – blocks the human KCNH2 3.1 channel isoform. U2OS KCNH2 3.1, thallium flux FluxOr; hits give low values. activity change, % (tested at about 1.8 µM). 340,000 tested, 0.95% active. AID 720553;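 active = maximum activity change below -70%; inconclusive = maximum activity change from -70% to -50%; inactive = maximum activity change above -50%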;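 note: thallium influx rate constant from kinetic fluorescence after stimulation buffer; % is set by controls: 0 for no effect and ±100 for the full control effect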
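Channel expression came from 3.1 mutant virus (1.77 x 10^8 /mL) applied to suspended U2OS cells for 4 h. Flux was tracked with FluxOr dye plus Red40 quencher, and kinetic rate constants normalized to controls.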
Numbers without * were called inactive; i = inactive; ? = inconclusive; nt = not tested or not shown; [ ] = dose if it differs, or a comment. Unless noted, calls come from the whole dose curve; as a rule, active = well fitted curve in the direction sought with a large enough effect; inconclusive = small, poorly fitted or top-dose-only effect, or another doubt; inactive = no such curve, though single readings can be large; an effect the other way counts as inactive or inconclusive. Random draw from the library; overall some 2% were active at least once.

SMILES	GALK inhibitor	Integrin act MD	hERG WT inh	MBNL1 CUG block	A-T KAP1 phos	TRPV1 ag	S-ASM inh	FBPA coupling cs	MLL CXXC-DNA inh	KCNH2 3.1 inh
CC(=O)Nc1ccc(S(=O)(=O)NNC(=S)NCc2ccco2)cc1	1%	0%	-18	-1%	-2%	-2	2%	nt	7%	1
CCn1ncc(C2=NOC(C(=O)Nc3cnn(C45CC6CC(CC(C6)C4)C5)c3)C2)c1C (configuration not stated)	-2%	-13%[7.66 µM]	1	-6%	4%	27	-14%	-2	-4%	-8
O=C(CCCC(=O)N(CC(=O)NC1CCCCC1)c1cccc(F)c1)Nc1ccccn1	0%	-8%	-4	-3%	1%	1	4%	-1	3%	13
CCCCn1c(SCN2C(=O)c3ccccc3C2=O)nc2cc(S(N)(=O)=O)ccc21	7%	19%	1	6%	2%	2	0%	-4	4%	-19
O=C(NC1CC2CCCC(C1)N2C(=S)Nc1ccccc1Cl)C1CC1 (configuration not stated)	-3%	10%	6	-4%	7%	1	-4%	1	32%	-5
CCN(CC)C(=O)CNC(=O)Cc1ccc(Cl)cc1	0%	14%	81	-1%	-1%	-2	1%	3	2%	?
C=CCSC(=S)Nc1c(C)n(C)n(-c2ccccc2)c1=O	-2%	-22%	4	2%	-10%	-1	2%	2	-6%	17
C[C@H](NC(=O)CCCn1nnc2ccccc2c1=O)C(=O)O	-1%	9%	-3	3%	0%	-6	4%	6	-9%	-13
CC(NC(=O)CN1CCN(Cc2ccc(Cl)cc2)C1=O)c1ccc2c(c1)OCCO2 (configuration not stated)	nt	16%	21	-26%	-6%	16	3%	6	10%	1
CC1CCC(NC(=O)CSc2nncs2)CC1 (configuration not stated)	nt	7%	1	nt	2%	2	2%	nt	nt	0

Brought forward from above: 2 compounds; new compounds follow.
SMILES	GALK inhibitor	Integrin act MD	hERG WT inh	MBNL1 CUG block	A-T KAP1 phos	TRPV1 ag	S-ASM inh	FBPA coupling cs	MLL CXXC-DNA inh	KCNH2 3.1 inh
CC(NC(=O)CN1CCN(Cc2ccc(Cl)cc2)C1=O)c1ccc2c(c1)OCCO2 (configuration not stated)	nt	16%	21	-26%	-6%	16	3%	6	10%	1
CC1CCC(NC(=O)CSc2nncs2)CC1 (configuration not stated)	nt	7%	1	nt	2%	2	2%	nt	nt	0
O=C(OCCO)c1cc(Cl)c(C(=O)OCCO)cc1Cl	3%	-12%	0	7%	10%	0	-3%	5	-3%	-5
CCc1cc(=O)oc2cc(C)cc(OCC(=O)NCCc3c[nH]c4ccccc34)c12	nt	-6%	0	-3%	-12%	-2	-4%	-3	2%	-7
O=C(c1ccncc1)N1CCN(S(=O)(=O)c2ccc(F)cc2)CC1	-3%	30%	10	-2%	0%	1	-4%	nt	-30%	8
CC(C)(C)n1cnc(C(N)=O)c1N	0%	13%	1	-10%	0%	-1	7%	1	-2%	-6
O=C(Nc1ccc(-c2nc3ccccc3o2)c(O)c1)c1cc(-n2cnnc2)ccc1Cl	0%	-15%	5	17%	-6%	-2	-22%	0	14%	-12
OC[C@H](O)[C@H](O)[C@@H](O)[C@@H](O)[C@@H]1SC(c2ccccc2)=NN1c1ccccc1	12%	10%	0	-9%	-1%	1	10%	-1	0%	3
COc1ccc2ccc(=O)oc2c1CC(O)C(C)(C)O (configuration not stated)	-1%	-4%	-11	-1%	5%	-5	2%	-2	1%	6
O=C(O)c1ccc(NCc2cccc(Br)c2)cc1	nt	9%	4	-18%[11.5 µM]	0%	3	-9%	14	0%	3
O=C(CSc1ncccn1)N1CCN(C(c2ccccc2)c2ccccc2)CC1	3%	17%	-15	0%	3%	?	-2%	4	2%	-6
CN(C)CCNC(=O)C1CCN(S(=O)(=O)c2ccc3ccccc3c2)CC1	-6%	-19%	3	7%	28%	1	-2%	nt	0%	-8
Cn1nnnc1SCC(=O)NC1CCCC1	-2%	-8%	-9	-1%	10%	-1	-2%	0	5%	-3
CCOC(=O)N1CCC(N2C(=O)c3ccccc3C2Nc2ccc3c(C)cc(=O)oc3c2)CC1 (configuration not stated)	-1%	-7%	4	18%	40µM*	-4	i	-3	6%	3
O=C(Nc1cccc(Cl)c1)OCCOc1ccccc1	-7%	-21%	-7	1%	9%	23	-3%	2	6%	1
CCOc1cc(CNC(=O)CCCn2c(=O)c3cccn3c3cccnc32)cc(OCC)c1OCC	1%	29%	-12	-1%	8%	0	-2%	nt	5%	-6
CC(=O)c1ccc(N2CCN(CC(O)COCc3ccco3)CC2)cc1 (configuration not stated)	1%	0%	nt	-2%	-3%	2	0%	0	4%	5
NC(=O)c1cc2ccccc2o/c1=N/NC(=O)c1ccccc1	2%	18%	-23	?	3%	2	-7%	2	-5%	12
O=C(NCCc1ccccn1)c1cccc(S(=O)(=O)N2CCCCCC2)c1	2%	12%	-4	-1%	nt	8	2%	4	3%	-8
CCc1ccc2nc(N(CCCN(C)C)C(=O)c3ccc4c(c3)OCCO4)sc2c1	-1%	-53%[inhibitor]	5	-9%	3%	3	7%	0	?	-24
COc1nnc(-c2ccccc2)s1	1%	16%	-3	3%	6%	-1	-1%	4	1%	2
N#C/C(=C\c1ccc(-c2cccc([N+](=O)[O-])c2)o1)c1nnc(N2CCOCC2)n1-c1ccccc1	1%	nt	nt	?	-1%	-2	nt	3	?	nt
C[C@H](NC(=O)OC(C)(C)C)c1nnc(SCC(N)=O)o1	2%	-5%	-9	4%	-4%	-2	1%	2	1%	-9
COc1ccccc1NC(=S)NNC(=O)c1ccccc1	nt	-3%	-2	nt	nt	nt	4%	nt	nt	17
COCCN(C(=O)Cc1cccs1)C(C(=O)NCc1ccc(OC)cc1)c1ccc(OC)cc1 (configuration not stated)	0%	-11%	18	-9%	8%	-5	-2%	-5	-11%	-7
CC(OC(=O)CC1CCCCC1)C(=O)Nc1ccc(S(N)(=O)=O)cc1 (configuration not stated)	nt	-13%	2	nt	12%	?	0%	nt	nt	-22
CCOC(=O)CCNC(=O)N1CCCC(C(=O)c2cc(C)c(OC)c(C)c2)C1 (configuration not stated)	0%	5%	1	-3%	-3%	6	0%	-2	-3%	-7
COC(=O)CNC(=O)COc1ccccc1	1%	2%	1	2%	3%	0	-1%	2	9%	-1
CN(C(=O)CSc1n[nH]c(-c2cccs2)n1)C1CCS(=O)(=O)C1 (configuration not stated)	nt	-18%	4	nt	4%	-4	1%	nt	nt	6
COc1ccc(NC(=O)CC2C(=O)N(c3ccccc3)C(=O)N2CCc2cccs2)cc1 (configuration not stated)	1%	8%	-11	5%	7%	2	1%	0	10%	-20
COC(=O)c1ccc2c(=O)n(CCCCCC(=O)O)c(=O)[nH]c2c1	nt	15%	12	8%	-15%	0	nt	2	1%	-19
CCN1C(=O)[C@H]2[C@@H](c3ccc(Cl)cc3)N3C(=O)CN(CCOC)C(=O)[C@@]3(C)[C@H]2C1=O	nt	2%	0	2%	1%	-3	-4%	2	-3%	16
O=C(CSc1nnc(Nc2ccccc2F)s1)NC1CC1	nt	15%	-1	nt	4%	0	-2%	nt	nt	-29
CCOC(=O)Cc1csc(N/N=C/c2ccc(Cl)cc2)n1	2%	14%	-7	-7%	6%	-2	8%	-1	1%	-12
CN1C(=O)Cc2cc(S(=O)(=O)N3CCN(c4ccc(Cl)cc4)CC3)ccc21	6%	18%	4	-5%	-3%	1	-1%	nt	7%	14
COc1cc(NC(=O)c2cc(-c3ccco3)on2)cc(OC)c1OC	16%	-18%	-9	2%	1%	-1	-2%	-2	-2%	-14
Cc1ccccc1OCc1nnc(SCC(=O)Nc2ccc3nc(SCC(=O)NC(C)(C)C)sc3c2)n1C	5%	-26%	3	-8%	5%	0	-14%	-18	-2%	-15
Cc1nc(C(=O)Nc2ccc(Cl)cc2)sc1C1(C)CC(c2ccccc2)=NO1 (configuration not stated)	-3%	-16%	-5	-1%	0%	8	-10%	-1	-2%	-11
COc1ccc(S(=O)(=O)Nc2c(C)nc3nc(C)[nH]n3c2=O)cc1	0%	18%	0	-16%	7%	4	6%	-2	-2%	11
Cc1ccc(S(=O)(=O)Nc2ccc(C(=O)N3CCOCC3)cc2)cc1	1%	4%	-12	-7%	-7%	-2	1%	-3	?	-13
COc1ccc(S(=O)(=O)N2CCC(C(=O)N[C@@H](C)C(=O)NCc3ccncc3)CC2)cc1	-5%	24%	-12	-1%	4%	1	-2%	nt	7%	1
Cc1ccc2nc(-c3ccccc3)c(CN3CCOCC3)n2c1	1%	-27%	14	-6%	4%	13	3%	3	-2%	-7
